miR-122 sensor: blocks miR-122 activity in Huh7 sensor cells; Huh7 miR-122 Renilla luciferase sensor, 48 h; neutral wells = 0, positive control = 100; activation (reporter increase), % at 12.5 µM; actives 0.3% (n = 340,000);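 active means mean replicate activation score at least 90 and every replicate individually at or above 90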;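 further: higher luciferase means less miR-122 activity so hits act as miR-122 inhibitors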
Statin myotox sup: suppressors of simvastatin-induced myotoxicity in C2C12 myotubes; rescue of ATP level, % at 7.49 µM; actives 0.78% (n = 330,000); ATP luminescence, 48 h; scaled: DMSO 0, geranylgeraniol control 100;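 active means mean ATP rescue above about 67%, or every replicate alone reaching that limit, limit read from the data, passing the limit was not always enough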;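 further: myotubes were challenged with 10 µM simvastatin during compound exposure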
Cneo AK release: causes C. neoformans cell lysis; adenylate kinase release luminescence, 4 h; normalised: neutral wells 0, clomiphene wells 100; lysis activity, % at 15 µM; actives 0.2% (n = 360,000);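 active means mean lysis activity across replicates of at least 80%, whatever share of replicates individually reach that level; inactive means mean lysis activity below 80%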
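Assay system: Cryptococcus neoformans yeast cells / Dosing: single-point compound dose / Timing: 4 h at 37 °C static, read 1 h later / Measured by: luminescence of released adenylate kinase using an AK detection reagent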
ARNT TACC3 PPI: disruptors of human ARNT/TACC3 interaction | actives 0.66% (n = 390,000) | AlphaScreen His-ARNT PAS-B/GST-TACC3 binding, luminescence; TACC3 fragment carries E629A point mutation | Q9Y6A5 | inhibition, % at 9.99 µM;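 active means mean inhibition of replicates at least 50% and at least half of replicates each reaching 50%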;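 further: 0% = complete ARNT plus TACC3 wells and 100% = ARNT alone without TACC3; many hits fall short of the cut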
SIRT5 block: sirtuin-5 (human) deacylase inhibition; Purified SirT5, succinyl-peptide AMC, trypsin-coupled fluorescence; inhibition, % at 15 µM; actives 1.1% (n = 330,000); in the data active means inhibition above about 15%
Target sequence (Q9NXA8 whole entry, looked up): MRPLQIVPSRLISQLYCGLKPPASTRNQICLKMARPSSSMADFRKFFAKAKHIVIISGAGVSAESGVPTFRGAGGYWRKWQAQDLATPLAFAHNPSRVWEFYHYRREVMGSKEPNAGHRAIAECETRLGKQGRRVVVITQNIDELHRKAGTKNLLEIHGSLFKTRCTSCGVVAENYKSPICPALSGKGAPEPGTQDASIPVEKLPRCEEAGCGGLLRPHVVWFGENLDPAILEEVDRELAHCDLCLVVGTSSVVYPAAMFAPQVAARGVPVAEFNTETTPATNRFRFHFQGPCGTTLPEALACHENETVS
esBAF inh: inhibitors of esBAF chromatin remodeling in mouse ES cells; Bmi1-luciferase knock-in reporter, 24 h; 100% = twice the neutral-well signal; reporter increase, % at 12.5 µM; actives 2% (n = 350,000); AID 602393; in the data active means activation above about 40%;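 further: 0% = median of the plate's neutral control wells and 100% = double that signal; a rise in the Bmi1 reporter signal indicates esBAF inhibition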
ERp5 block: blocks human ERp5 reductase activity on insulin. Q15084. AID 651711. actives 0.05% (n = 350,000). ERp5 insulin aggregation, absorbance 650 nm, 90 min. inhibition, % at 9.99 µM;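 active means mean replicate inhibition above about 25%, with every replicate also reaching it, limit read from the data, passing the limit was not always enough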
Target sequence (Q15084 whole entry, looked up): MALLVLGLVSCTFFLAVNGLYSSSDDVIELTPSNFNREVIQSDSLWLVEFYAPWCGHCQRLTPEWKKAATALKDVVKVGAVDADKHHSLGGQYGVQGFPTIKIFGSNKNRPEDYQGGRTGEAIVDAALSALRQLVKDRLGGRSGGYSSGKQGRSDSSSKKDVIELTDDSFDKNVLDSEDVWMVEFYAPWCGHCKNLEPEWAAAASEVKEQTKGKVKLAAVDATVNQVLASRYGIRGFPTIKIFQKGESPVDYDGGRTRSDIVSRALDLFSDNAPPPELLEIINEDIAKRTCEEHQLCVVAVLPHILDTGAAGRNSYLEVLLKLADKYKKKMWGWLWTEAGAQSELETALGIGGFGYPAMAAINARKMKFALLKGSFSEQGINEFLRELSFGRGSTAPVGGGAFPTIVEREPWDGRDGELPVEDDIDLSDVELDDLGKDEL
An asterisk follows results filed as active; nt = not tested or not shown; [ ] = remark or other dose.

SMILES | miR-122 sensor | Statin myotox sup | Cneo AK release | ARNT TACC3 PPI | SIRT5 block | esBAF inh | ERp5 block
COc1ccc(NC(=O)CC2CC3CCC2C3)cc1S(=O)(=O)N1CCOCC1 (stereo not drawn) | nt | nt | nt | -1.5 | 2.8 | nt | -7.6
COc1ccc(-n2nnnc2SCC(=O)Nc2ccccc2N2CCOCC2)cc1 | nt | nt | nt | -2.6 | -1.5 | nt | 4.5
CN(CC(=O)NCCCc1ccccc1)S(=O)(=O)c1ccc(Br)cc1 | -6.6 | 4.9 | 2.5 | -4.3 | nt | 1.9 | 1.6
COc1ccc(N2CCN(C(=O)Nc3ccc(S(=O)(=O)N(C)C)cc3)CC2)cc1 | -2.0 | 7.6 | -1.6 | 9.0 | nt | -5.4 | nt
CCCCC(CCc1ccccn1)C(=O)c1ccccc1 (stereo not drawn) | nt | nt | nt | -8.9 | 0.8 | nt | 0.0
CC(C)NC(=O)N(C)C[C@H]1Oc2ccc(NC(=O)CCN3CCOCC3)cc2CC(=O)N([C@@H](C)CO)C[C@@H]1C | -2.8[16.7 µM] | 1.2 | 2.3 | -6.6 | 1.6 | 3.3 | 0.1
COCOCCn1cc(CN2CCS(=O)(=O)N(Cc3ccc(-c4ccc(OC)cc4)cc3)C(C)C2=O)nn1 (stereo not drawn) | -6.0 | 20.8 | nt | nt | -3.0 | 8.4 | -5.0
CNC[C@H]1Oc2c(NC(=O)C3CC3)cccc2C(=O)N([C@@H](C)CO)C[C@@H]1C | -0.3[16.7 µM] | -17.1 | 1.4 | -3.7 | -0.8 | -5.3 | 15.8
CO[C@@H]1CN(C)C(=O)c2cc(NC(=O)Nc3c(C)noc3C)ccc2OC[C@H](C)NC[C@H]1C | -11.3[16.7 µM] | -8.9 | 0.4 | 2.3 | -2.1 | -0.4 | 5.0
C#CCN(C[C@@H]1[C@@H](OC(=O)NCc2ccccc2F)[C@@H](OC(=O)NCc2ccccc2F)Cn2c(=O)n(CCCCCC)c(=O)n21)S(=O)(=O)c1ccc(C)cc1 | -12.2 | 6.9 | -1.4 | nt | nt | 6.7 | 9.1
O=C(NCc1ccccn1)Nc1cccc(NC(=O)NCc2ccccn2)c1 | -7.2 | 1.4 | -0.2 | 78.2* | nt | 20.6 | nt
CCCCN(C)C(=O)c1nc2ccccn2c1CNCCCn1nnc2ccccc21 | 0.4 | 1.6 | 4.2 | -1.4 | -1.6 | -3.7 | 5.4
CC1CN(S(=O)(=O)c2ccc(C(=O)NCCCn3ccnc3)cc2)CC(C)O1 (stereo not drawn) | nt | nt | nt | 8.7 | -0.4 | nt | -2.0
O=C(O)c1ccccc1OCc1ccccc1Br | nt | nt | nt | -4.6 | -3.2 | nt | -13.8
O=C1CC2CS(=O)(=O)CC2N1c1ccc(Cl)cc1Cl (stereo not drawn) | 14.3 | 0.3 | -4.0 | -17.7 | nt | -3.6 | nt
Cc1cc(C(=O)Nc2cccc3c2O[C@H](CN(C)S(=O)(=O)c2ccc(Cl)cc2)[C@H](C)CN([C@H](C)CO)C3=O)n(C)n1 | -1.3[16.7 µM] | 12.1 | -1.1 | 7.4 | -6.6 | 2.7 | -4.7
COc1ccccc1N=C(C)C1=C(O)CC(c2ccccc2)CC1=O (stereo not drawn) | nt | nt | nt | -4.3 | 0.1 | nt | 1.0
O=C(CN1CCN(Cc2ccc(F)cc2Cl)C1=O)NCCc1ccc(Cl)cc1 | 0.5 | -12.8 | 0.2 | -0.2 | nt | 20.1 | nt
CSc1nc2nccc(/C=C\c3ccccc3)n2n1 | 0.2 | -6.2 | -0.6 | -2.6 | nt | 5.3 | nt
O=C(O)c1ccccc1C(=O)NNc1ccc(F)cc1 | 7.3 | nt | -1.2 | -4.4 | nt | -8.6 | nt
CC(=O)Nc1cc2c3c(c1)CC(=O)N3CCC2 | -7.1 | 12.1 | 0.5 | -7.2 | -0.3 | -6.2 | -20.5
COC(=O)[C@H](Cc1ccccc1)NC(=O)CC[C@H]1O[C@@H](n2ccc(=O)[nH]c2=O)[C@H](O)[C@@H]1O | -3.5 | -6.0 | -2.8 | nt | -4.2 | -2.9 | 4.3
O=c1[nH]c(CSc2nc(-c3ccc(F)cc3)cs2)nc2ccccc12 | -7.0 | nt | 2.3 | -1.9 | nt | nt | nt
COc1ccc(S(=O)(=O)NCCCCNS(=O)(=O)c2ccc(OC)cc2)cc1 | 27.6 | -3.8 | 1.5 | -4.3 | nt | 2.3 | nt
Cc1ccc2c(c1)N(CCC(=O)NCc1ccc3c(c1)OCO3)C(=O)CO2 | -4.9 | 25.0 | -1.4 | -4.9 | nt | -6.8 | nt
Cc1noc(C(F)(F)F)c1C(=O)NNC(=O)c1cccc(C(F)(F)F)c1 | nt | 2.3 | nt | -2.1 | 1.2 | -2.8 | 1.9
Cc1cc(C)c2c(-n3cccc3)c(C(=O)NNS(=O)(=O)c3ccccc3)sc2n1 | 1.7 | 4.7 | 27.0 | -1.9 | nt | -2.6 | nt
O=C(CCCCCCC(=O)Nc1ccc(CO)cc1)NOCc1ccccc1 | nt | nt | -4.5 | -6.0 | -2.6 | nt | 0.6
Clc1ccc(Cl)c(-c2nn3c(Cn4cnc5ccccc54)nnc3s2)c1 | 4.3 | 29.4 | -2.6 | -0.1 | nt | 2.6 | nt
Cc1cccc(NC(=O)NNC(=O)c2sccc2-n2cccc2)c1 | nt | nt | nt | 1.2 | -0.3 | nt | 2.3

6 entries drawn at random from those above, as already listed:
SMILES | miR-122 sensor | Statin myotox sup | Cneo AK release | ARNT TACC3 PPI | SIRT5 block | esBAF inh | ERp5 block
Cc1cc(C(=O)Nc2cccc3c2O[C@H](CN(C)S(=O)(=O)c2ccc(Cl)cc2)[C@H](C)CN([C@H](C)CO)C3=O)n(C)n1 | -1.3[16.7 µM] | 12.1 | -1.1 | 7.4 | -6.6 | 2.7 | -4.7
COc1ccccc1N=C(C)C1=C(O)CC(c2ccccc2)CC1=O (stereo not drawn) | nt | nt | nt | -4.3 | 0.1 | nt | 1.0
O=c1[nH]c(CSc2nc(-c3ccc(F)cc3)cs2)nc2ccccc12 | -7.0 | nt | 2.3 | -1.9 | nt | nt | nt
CC(=O)Nc1cc2c3c(c1)CC(=O)N3CCC2 | -7.1 | 12.1 | 0.5 | -7.2 | -0.3 | -6.2 | -20.5
COc1ccc(S(=O)(=O)NCCCCNS(=O)(=O)c2ccc(OC)cc2)cc1 | 27.6 | -3.8 | 1.5 | -4.3 | nt | 2.3 | nt
Cc1ccc2c(c1)N(CCC(=O)NCc1ccc3c(c1)OCO3)C(=O)CO2 | -4.9 | 25.0 | -1.4 | -4.9 | nt | -6.8 | nt

The list goes on:
SMILES | miR-122 sensor | Statin myotox sup | Cneo AK release | ARNT TACC3 PPI | SIRT5 block | esBAF inh | ERp5 block
Cc1noc(C)c1NC(=O)Nc1cccc2c1O[C@H](CN(C)S(=O)(=O)c1cn(C)cn1)[C@@H](C)CN([C@@H](C)CO)C2=O | -0.8[16.7 µM] | 31.7 | -0.3 | -0.6 | -0.4 | 2.8 | 0.6
O=C(CCN1CCCCC1)NCC[C@H]1CC[C@@H](NC(=O)c2ccc(F)cc2)[C@@H](CO)O1 | nt | -6.8 | -3.1 | -4.7 | -1.2 | -3.8 | -1.0
C[C@@H]1CN([C@H](C)CO)C(=O)c2cc(C#Cc3ccccc3F)cnc2O[C@@H]1CN(C)C(=O)Cc1cccnc1 | nt | 2.7 | -7.1 | -1.8 | -0.2 | -1.6 | -4.0
CCCC[C@H]1COCCS(=O)(=O)N1Cc1ccccc1F | -10.5 | 8.0 | 0.4 | -3.1 | -0.3 | -2.5 | 2.2
Cc1ccc(N2CN=c3s/c(=C\c4cccnc4)c(=O)n3C2)cc1 | 6.5 | 3.5 | 0.8 | 2.4 | nt | 19.3 | nt
CCOc1ccccc1NC(=O)CN1CCC(NC(=O)c2ccccc2)CC1 | nt | 14.7 | -1.6 | -1.5 | nt | -8.0 | nt
C[C@@H]1CN([C@@H](C)CO)C(=O)Cc2cc(NC(=O)CCC(F)(F)F)ccc2O[C@H]1CN(C)C | -5.5[16.7 µM] | -10.1 | -0.3 | -0.9 | -1.8 | -1.7 | -1.3
COCC(=O)Nc1ccc2c(c1)C(=O)N(C)C[C@@H](OC)[C@H](C)CN(CCc1ccccc1)[C@H](C)CO2 | nt | 0.8 | 1.6 | 5.7 | 0.6 | 7.8 | 0.9
O=C(NCC(F)(F)F)[C@H]1[C@H](CO)[C@H]2Cn3c(cccc3=O)[C@H]2N1C(=O)C1CC1 | nt | -10.9 | -4.2 | -0.3 | -0.9 | 6.2 | -4.0
COCCn1c(N)c(C(=O)OCc2ccccc2)c2nc3ccccc3nc21 | 0.8 | -1.6 | -2.0 | -1.3 | nt | 4.9 | nt
Cc1noc(C)c1NC(=O)N(C)C[C@H]1OCCCC[C@H](C)Oc2ccc(NC(=O)Nc3ccc(F)cc3)cc2C(=O)N([C@@H](C)CO)C[C@@H]1C | -3.6[16.7 µM] | nt | -0.5 | -7.7 | -2.0 | 4.6 | -4.2
CC(=O)NC12CC3CC(C1)CC(C(=O)Nc1nc4ccc(S(C)(=O)=O)cc4s1)(C3)C2 | -3.2 | -15.8 | -1.0 | 1.9 | -1.1 | 0.3 | 2.8
CCC1(c2ccc(F)cc2)NC(=O)N(CC(=O)N2CCN(S(=O)(=O)c3ccc(C)cc3)CC2)C1=O (stereo not drawn) | nt | -13.0 | 2.7 | 2.0 | -0.4 | nt | -3.3
Cc1noc2ncnc(N3CCN(c4cccc(Cl)c4)CC3)c12 | nt | nt | nt | -0.1 | -1.2 | nt | -0.8
COc1ccc(-c2c(C#Cc3ccsc3)c3cc(-c4ccc5cc[nH]c5c4)ccc3n2C)cc1 | 3.8 | -96.0 | -0.4 | -7.6 | nt | 14.0 | 6.6
O=C(O)c1ccc(-c2noc(-c3ccccc3C(F)(F)F)n2)cc1 | nt | -0.7 | 1.5 | nt | -4.4 | 36.5 | 0.3
Nc1cc(=O)[nH]c(SCc2nc3ccccc3n2Cc2ccccc2)n1 | -0.1 | 3.0 | -0.2 | 6.9 | -3.2 | 3.5 | 2.0
Cc1cc(C(=O)NP(=O)(N2CCOCC2)N2CCOCC2)c(C)n1-c1ccc(N(C)C)cc1 | nt | nt | nt | 14.9 | 4.5 | nt | -1.7
CCCC(=O)Nc1ccc2c(c1)C(=O)N(C)C[C@@H](OC)[C@@H](C)CN(Cc1ccncc1)[C@H](C)CO2 | 3.7[16.7 µM] | 9.0 | nt | nt | nt | -4.0 | nt
Cc1ccc(S(=O)(=O)Nc2ccc3c(c2)CC(=O)N([C@@H](C)CO)C[C@@H](C)[C@@H](CN(C)C(=O)Nc2ccc(F)cc2)O3)cc1 | -1.8[16.7 µM] | 25.0 | -0.8 | -7.5 | 0.0 | 4.8 | 0.1
CCc1ccc(NC(=O)c2cnccn2)cc1 | nt | -22.3 | -2.4 | -4.0 | 0.3 | -11.4 | 1.1
COc1ccc(-c2noc(CCC(=O)NCCCN3CCC(Cc4ccccc4)CC3)n2)cc1 | -20.5 | -47.4 | -0.1 | -4.0 | nt | -12.8 | nt
COc1ccc(CC(=O)NCC(=O)N/N=C(/C)c2ccco2)cc1 | -0.9 | nt | nt | nt | -5.0 | nt | -2.7
CCCc1nc2ccccc2c(=O)n1NC(=O)c1c(O)c2cccc3c2n(c1=O)CCC3 | 26.7 | 11.1 | nt | -5.1 | nt | -3.2 | nt
Brc1ccc(OCCOc2cccc3cccnc23)cc1 | nt | nt | nt | -2.9 | -3.0 | nt | -2.6
N#C/C(=C\c1ccc(O)c(O)c1)C(=O)N1CCc2ccccc21 | 3.5 | -0.2 | -0.3 | 9.6 | 4.1 | -3.1 | -1.1
CCN(CC)C(=O)CSc1nnc([C@@H](N)Cc2ccccc2)o1 | -1.8 | -0.4 | -4.0 | 22.0 | nt | -7.3 | nt
CC1(O)CC(c2ccc(Cl)cc2)=NN1C(=O)c1ccc(Cl)cc1 (stereo not drawn) | 5.1 | -5.2 | 1.2 | -18.2 | -2.8 | -14.2 | 2.0
Nc1nccc(-c2cc(-c3ccc(Cl)cc3Cl)no2)n1 | -17.8 | -7.5 | -8.3 | 3.4 | -1.7 | -18.0 | -6.1
CC1=CC2=NC(=O)/C(=C/c3cccn3Cc3ccccc3)C(=N)N2O1 | 1.5 | 20.2 | -9.8 | 10.4 | -2.1 | -0.5 | 0.6

Screens deposited in PubChem by Broad Institute.
